FLuc inh counter = firefly luciferase enzyme inhibitors, primary screen, artefact control for luciferase-based inhibitor screens, biochemical, luminescence, ATPLite; inhibition, % at 10 µM; 10 min; AID 1006, 2008; 200,000 compounds, 1.5% hits;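 active = inhibition above about 50% when tested at 10 µM, limit read from the data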
Target sequence (P08659 whole entry, looked up): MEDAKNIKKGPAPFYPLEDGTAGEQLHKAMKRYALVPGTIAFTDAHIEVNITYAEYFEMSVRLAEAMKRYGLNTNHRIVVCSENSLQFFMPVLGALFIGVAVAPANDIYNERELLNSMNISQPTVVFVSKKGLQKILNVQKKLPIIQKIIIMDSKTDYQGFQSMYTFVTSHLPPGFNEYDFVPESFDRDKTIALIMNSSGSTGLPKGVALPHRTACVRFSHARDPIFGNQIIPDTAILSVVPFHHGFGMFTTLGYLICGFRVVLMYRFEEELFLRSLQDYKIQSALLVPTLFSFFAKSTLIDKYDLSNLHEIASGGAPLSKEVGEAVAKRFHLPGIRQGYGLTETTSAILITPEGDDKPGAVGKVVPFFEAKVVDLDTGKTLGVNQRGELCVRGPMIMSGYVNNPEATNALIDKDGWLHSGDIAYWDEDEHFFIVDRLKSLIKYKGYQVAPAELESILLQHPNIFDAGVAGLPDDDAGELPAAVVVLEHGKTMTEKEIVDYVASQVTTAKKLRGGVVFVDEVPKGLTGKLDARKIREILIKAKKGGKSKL
L major viab = Leishmania major promastigote growth inhibition, primary screen; Leishmania major promastigotes, resazurin fluorescence viability; inhibition, % at 10 µM; 200,000 compounds, 9% hits; in the data active = inhibition above about 50%;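 note: promastigotes grown with compound for 44 hours at 28 °C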
TNAP inh noacc = human TNAP enzyme inhibitors, primary screen, biochemical, luminescent, no phosphate acceptor, uHTS; purified TNAP, CDP-star luminescence, 30 min; 200,000 compounds, 0.26% hits; inhibition, % at 20 µM; AID 1012, 2008;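 active = tissue-nonspecific alkaline phosphatase inhibition above about 50% at 20 µM in the single-dose screen, limit read from the data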;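 note: 0% = DMSO negative control and 100% = EDTA positive control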
Target sequence (P05186 whole entry, looked up): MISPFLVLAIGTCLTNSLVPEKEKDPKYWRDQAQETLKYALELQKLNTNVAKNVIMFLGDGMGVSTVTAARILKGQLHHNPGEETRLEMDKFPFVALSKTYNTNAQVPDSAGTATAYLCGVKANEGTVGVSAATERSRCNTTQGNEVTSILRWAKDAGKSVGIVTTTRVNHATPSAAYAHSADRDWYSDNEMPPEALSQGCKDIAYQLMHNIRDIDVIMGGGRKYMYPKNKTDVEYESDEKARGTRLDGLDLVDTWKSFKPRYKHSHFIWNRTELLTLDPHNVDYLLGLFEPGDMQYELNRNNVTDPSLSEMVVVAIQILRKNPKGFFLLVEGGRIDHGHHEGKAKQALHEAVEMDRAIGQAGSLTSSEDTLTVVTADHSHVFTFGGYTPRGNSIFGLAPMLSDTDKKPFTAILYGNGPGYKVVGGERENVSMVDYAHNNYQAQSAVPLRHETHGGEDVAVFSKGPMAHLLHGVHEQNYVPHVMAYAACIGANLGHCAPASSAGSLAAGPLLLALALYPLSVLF
FLuc stim CS = FLuc activators, initial screening, artefact control for FLuc-dependent activation tests, biochemical, ATPlite luminescence; ATPlite luciferase biochemical, 10 min; 0 = ATP-free wells, 1 = DMSO control; activation factor at 10 µM; 200,000 tested, under 10 active;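 active = luciferase activation factor, scaled between plate controls, of at least 2 with compound at 10 µM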
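Assay system: Luciferase/luciferin reagent mix; Medium: PBS as buffer for the ATP substrate; Dosing: test compounds dosed from 2 mM stocks in 100% DMSO; Times: 10 min, room temperature; Signal: luminescence from luciferase reaction; Read-out: luciferase activation; Controls: No-ATP low control, compound-free enzyme-plus-ATP high control.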
bIAP act = bovine intestinal alkaline phosphatase activators, primary screen, biochemical, bovine IAP, CDP-star luminescence. alkaline phosphatase, intestinal [Bos taurus]. purified bovine IAP, 30 min; hits give high values; fold of DMSO-control signal, blank-subtracted. activation factor at 20 µM. 200,000 compounds, 0.17% hits. AID 1016, 2008;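 active = activation factor of 2 or more at 20 µM, a signal rise over negative controls twice the positive control's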
APP 5UTR inh = inhibitors of APP translation via 5'UTR reporter, primary screen, APP 5'UTR luciferase, SH-SY5Y cells; SH-SY5Y APP 5'UTR-luciferase reporter, luminescence; 190,000 compounds, 0.82% hits; inhibition, % at 2 µM;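 active = inhibition above a set limit, derived from the sample mean plus 3 SD, cut at about 45% in these data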; note: values of inactives mirror those of a sister screen read the other way
RAM network inh = inhibitors of the yeast RAM network, primary screen, dse1pr::URA3 reporter, 5-FOA selection | S. cerevisiae dse1pr::URA3 reporter, 5-FOA growth OD615, 2 d; analog-sensitive cbk1-as2 kinase mutant strain | inhibition, % at 50 µM | 190,000 compounds, 1.8% hits;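 active = inhibition above a set limit, 3 SD over mean compound inhibition, cut at about 8.4% in these data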;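 note: 0% = DMSO-only wells with no growth and 100% = 10 µM 1-NA-PP1 full growth; inhibition rescues growth on 5-FOA so higher OD means more RAM inhibition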
TNAP act hi DEA = TNAP activators at high phosphate acceptor level, primary screen, biochemical, luminescence, uHTS; Alkaline phosphatase, tissue-nonspecific isozyme (Homo sapiens), P05186; purified TNAP, CDP-star luminescence, 1 M DEA, 30 min; hits give high values; 0 = EDTA background, 1 = DMSO-only activity; activation factor at 20 µM; 200,000 tested, under 10 active;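 active = activation factor at least 2 at 20 µM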
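Measured by: Luminescent substrate turnover signal | Test system: Human TNAP | Input: TNAP 1/800 final | Dosing: 20 µM single point | Schedule: 30 min, room temperature | Controls: EDTA wells as negative control, DMSO wells as positive control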
TNAP inh hiacc = human TNAP enzyme inhibitors, primary screen, biochemical, luminescent, high phosphate acceptor level, uHTS. AID 1135, 2008. Alkaline phosphatase, tissue-nonspecific isozyme (Homo sapiens), P05186. purified TNAP, CDP-star luminescence, 1 M DEA. 200,000 compounds, 0.03% hits. inhibition, % at 20 µM;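 active = over 50% inhibition of tissue-nonspecific alkaline phosphatase at 20 µM in the single-dose screen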;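 note: plate controls were DMSO wells for no effect and EDTA-quenched wells as full inhibition for full effect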
bIAP inhibitor = bovine intestinal alkaline phosphatase inhibitors, primary screen, selectivity assay for TNAP inhibitor project, biochemical, bovine IAP, CDP-star luminescence; purified bovine IAP, 30 min; inhibition, % at 20 µM; 190,000 tested, under 10 active;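 active = over 50% inhibition of intestinal alkaline phosphatase at 20 µM in the single-dose screen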
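test system = bovine IAP enzyme | medium = DEA buffer 100 mM, pH 9.8, with MgCl2 1.0 mM, ZnCl2 0.02 mM | detection = luminescence | dosing = single compound dose of 20 µM, 2% DMSO final | incubation = 30 min reaction at room temperature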
* hit, by the source's call; / = not tested or not shown.

Below each SMILES – FLuc inh counter	L major viab	TNAP inh noacc	FLuc stim CS	bIAP act	APP 5UTR inh	RAM network inh	TNAP act hi DEA	TNAP inh hiacc	bIAP inhibitor
1) O=C(/C=C/c1ccccc1)C1=C(O)C(=O)N(CCO)C1c1ccccc1[N+](=O)[O-] (stereo not given)
    2	-12	0	1	0.9	20	1.8	1	-3	7
2) CCOc1ccccc1N(CC(=O)Nc1cc(OC)ccc1OC)S(C)(=O)=O
    -7	84*	2	1.1	1.1	-1	0.5	1	0	-6
3) CCCOC(=O)c1cc2ccccc2oc1=O
    -2	1	0	1	0.9	-4	1.2	1	-3	7
4) COc1ccc(CNC(=O)COC(=O)c2ccc3c(c2)OCCO3)cc1
    -4	-6	-16	1	0.9	-17	2.1	1.1	-7	7
5) CN1C(=O)CSc2ccc(NC(=O)Nc3ccccn3)cc21
    20	28	-13	0.8	0.9	-29	4.5	1	-3	7
6) COCC1CCN(Cc2cn(Cc3ccccc3)nc2-c2cc3ccccc3o2)CC1
    0	37	-3	1	1.2	-3	0.8	1	-3	-19
7) Cc1cc(C)n(C(=O)c2cc3ccccc3c(=O)o2)n1
    -4	-8	-8	1	1	-13	1.5	1	-2	3
8) CC(C)N(Cc1ccccc1)C(=S)Nc1cccnc1
    -9	-4	-14	1.1	1	-5	-0.4	1	-4	1
9) N#CCCn1cnc2c(=S)nc[nH]c21
    -10	-3	-5	1.1	0.9	-7	0.5	1	-2	8
10) Cc1nnc(SCc2nc3ccccc3nc2C)s1
    -9	-4	-6	1.1	0.9	-22	0.7	1.1	-8	10
11) Cc1ccc(SCCC(=O)N2CCC(C)CC2)cc1
    6	1	-2	0.9	1.2	-46	1.4	1	3	-16
12) Cc1ccc(CNC(=O)CN(Cc2cccs2)C(=O)C2(C)CC(=O)N=C3C=CC=CN32)cc1 (stereo not given)
    -8	-2	2	1.1	0.9	2	1.2	1	-3	12
13) C=CCN1C(=O)C(Cc2ccc(SC(F)F)cc2)SC1=Nc1ccc(C(=O)O)cc1 (stereo not given)
    2	-8	-12	1	1.1	-11	8.7*	1	-2	-12
14) COc1ccc(OC)c(C2=NOC(C(=O)Nc3ccccc3SC)C2)c1 (stereo not given)
    -5	1	-19	1.1	0.8	-2	1.9	1	-3	21
15) CCc1cc(CNC(=O)CC2C(=O)NCCN2CC2CCCCC2)on1 (stereo not given)
    -8	-7	-12	1.1	1	-4	0.6	1	-5	-2
16) O=C(CSc1nc(O)cc(=O)n1-c1ccccc1)Nc1ccc2c3c(cccc13)CC2
    -4	-5	-6	1	0.9	11	3.7	1	-4	6
17) COc1ccc(-n2cc(CNCCc3cnc[nH]3)c(-c3cccc(F)c3)n2)cc1
    9	100*	-40	0.9	2.9*	-2	1.1	1.1	-5	-190
18) CCN(CC)C(=O)CSc1nnc(SCc2ccc(Cl)cc2)s1
    3	-4	-13	1	0.9	-15	1.8	1.1	-5	7
19) Clc1ccc(-c2nnc3sc(Cc4cccs4)nn23)c(Cl)c1
    -2	3	-2	1	0.7	19	3.4	1.1	-5	27
20) COC(=O)CSc1nnc(Cc2ccccc2)n1-c1ccc(C)cc1
    -5	-5	-11	1.1	1	-16	3.1	1	-4	-4
21) COCCN(C(=O)CSc1nc2ccccc2c(=O)n1CC(C)C)c1c(N)n(Cc2ccccc2)c(=O)[nH]c1=O
    4	0	0	1	0.8	9	0.5	0.9	8	18
22) CS(=O)(=O)N1CCN(c2ccccc2NC(=O)c2ccc([N+](=O)[O-])o2)CC1
    -5	100*	-13	1.1	1	1	3.7	1	-4	-2
23) O=C(O)c1ccc(/C=N/NC(=O)c2cc(-c3cccs3)nc3ccccc23)cc1
    27	31	-11	0.7	1	-7	4.0	1	3	-2
24) O=C(CN1CCOCC1)Nc1ccc(-c2nc3ccccc3[nH]2)cc1
    23	8	-6	0.8	1	-48	1.1	1	-3	1
25) CC(C)Cc1nc2oc3c(NCC4CCCO4)ncnc3c2c2c1CCC2 (stereo not given)
    -7	42	5	1.1	1	9	6.0	1.1	-11	-3
26) CC(/C=N/NC(=O)c1cccs1)=C\c1ccco1
    57*	-4	-2	0.4	1.1	-160	-0.3	1	-2	-8
27) COCCNC(=O)C(c1cccc(OC)c1)N(C(=O)Cn1nnc2ccccc21)c1cccnc1 (stereo not given)
    -5	2	-17	1.1	1	-10	-0.2	1	-4	-2
28) O=C(CN1C(=O)NC(c2ccccc2)(c2ccccc2)C1=O)Nc1cccnc1Cl
    -9	4	-10	1.1	1.2	-1	-0.3	1	-2	-23
29) CCN(C(=O)COC(=O)c1cc(-c2ccccc2)nc2c1c(C)nn2-c1ccc(C)cc1)C1CCS(=O)(=O)C1 (stereo not given)
    -8	-1	-3	1.1	0.9	-1	5.4	1	-4	12
30) c1ccc(CSc2nnnn2-c2ccc3c(c2)OCCO3)nc1
    -9	3	-12	1.1	0.9	-4	1.2	1.1	-8	7
31) COC(=O)CSC1=C(C#N)C(c2ccc(C)cc2)C2=C(CCCC2=O)N1 (stereo not given)
    2	-3	3	1	1	-6	2.6	0.9	9	4
32) CCOC(=O)c1c(C)c(C(=O)N2CCN(c3ccc(F)cc3)CC2)c(C)n1C
    -2	9	0	1	1.1	19	-0.6	1	-1	-11
33) CC1CCN(S(=O)(=O)c2ccc(NC(=O)CCN3C(=O)c4ccccc4C3=O)cc2)CC1
    -1	1	-12	1	1	4	3.2	1	-3	-3
34) C=C(C)CSc1nnc(-c2cccc(S(=O)(=O)N(C)C)c2)n1-c1cc(OC)ccc1OC
    -4	10	6	1	1.1	-9	3.2	1	2	-5
35) O=c1c2ccccc2oc2nc(-c3ccco3)n(CCc3ccccc3)c(=O)c12
    -7	/	-25	1.1	1.4	/	/	1.1	-10	-37
36) COc1ccccc1C1(CC(=O)N2CCCCC2)CCOC(C(C)C)C1 (stereo not given)
    -4	8	9	1	1	16	0.7	1	-2	-4
37) COCCCNC(=O)c1ccc(CS(=O)(=O)c2ccc(OC)cc2)o1
    -8	-2	-13	1.1	0.9	-1	0.5	1	-4	12
38) COc1ccccc1OCc1ccc(C(=O)n2nc(C)c(Cl)c2C)o1
    -2	-6	1	1	0.9	-11	3.8	1	-4	7
39) Cc1ccc(-c2nn(-c3cccc(F)c3)cc2CN2CCN(c3ccccn3)CC2)o1
    -5	50	2	1.1	1	2	0.8	1	-4	0
40) CCCN1C(=O)/C(=C/c2ccc(C)o2)SC1=Nc1ccc(OCC)cc1
    0	-1	0	1	0.9	-13	7.2	0.9	6	6
41) COc1ccccc1-n1cnnc1SCC(=O)NCc1cccs1
    -1	-8	-5	1	0.9	-2	0.2	1	-5	5
42) Cc1ccc(-n2nc(C)cc2NC(=O)CC#N)cc1
    -3	0	-15	1	1.1	4	0.5	1	-2	-8
43) Cc1cc(C(=O)O)ccc1N/C=C1\CCCC(C)C1=O (stereo not given)
    8	0	-10	0.9	0.9	-149	0.6	1	-2	6
44) COc1ccc(S(=O)(=O)Nc2ccc(Cl)cn2)c(C)c1C
    0	-3	-37	1	0.9	-3	1.7	1	-3	8
45) O=S(=O)(c1cnccc1N1CCN(/N=C/c2ccc(Cl)cc2)CC1)N1CCCCC1
    -4	79*	-3	1	0.9	7	3.5	1	-2	5
46) CSc1ccc(S(=O)(=O)NCc2ccc(Cl)cc2Cl)cc1
    -6	0	-8	1.1	0.7	2	1.8	1	-3	26
47) COCCOC(=O)c1c(NC(=O)CN2c3ccccc3CC2C)sc(C(N)=O)c1C (stereo not given)
    -5	1	-1	1	1.1	-16	3.5	1	2	-11
48) CC1(C)Cc2c(sc3nn[nH]c(=O)c23)CO1
    -10	-2	-14	1.1	1	3	0.5	1.1	-6	-2
49) Cc1cccc(OCc2nnc(SCc3cc(=O)[nH]c4ccccc34)n2-c2ccccc2)c1
    -3	41	0	1	1	-13	2.5	1	4	-4
50) CCN(CC)CCNC(=O)c1c(O)c2cccc3c2n(c1=O)CCC3
    -3	9	-10	1	1.1	4	0.1	1.1	-6	-6

Structures listed above printed as active in bIAP act.
entry | molecule | TNAP inh noacc | FLuc stim CS | bIAP act | APP 5UTR inh | RAM network inh | TNAP act hi DEA | TNAP inh hiacc | bIAP inhibitor
17 | COc1ccc(-n2cc(CNCCc3cnc[nH]3)c(-c3cccc(F)c3)n2)cc1 | -40 | 0.9 | 2.9* | -2 | 1.1 | 1.1 | -5 | -190

The listing continues.
Below each SMILES – FLuc inh counter	L major viab	TNAP inh noacc	FLuc stim CS	bIAP act	APP 5UTR inh	RAM network inh	TNAP act hi DEA	TNAP inh hiacc	bIAP inhibitor
51) c1ccc(Nc2nnc(SCc3cccc4ccccc34)s2)cc1
    -7	-7	-11	1.1	0.9	-8	1.3	1	-4	12
52) CCCCN(C(=N)N1CCCCC1)c1nc(C)c([N+](=O)[O-])c(=O)[nH]1
    -7	-1	8	1.1	1	2	-0.4	1	4	1
53) CC1CN(S(=O)(=O)c2cn(C)c(=O)n(C)c2=O)CC(C)O1 (stereo not given)
    4	-8	-8	1	1	11	1.3	1	-3	4
54) C=C(C)CNC(=S)Nc1cccc(N)n1
    -8	5	-55	1.1	0.9	-20	-1.1	1.1	-6	5
55) COc1cc(Cl)c([C@@H]2C[C@H]3CN(c4ccccc4)C(=O)[C@]34CCCN24)cc1OC
    -5	-5	-8	1	0.9	-14	0.9	1	-3	6
56) COc1cc([N+](=O)[O-])cc2cc(C(=O)N3CCCC3)c(=O)oc12
    2	-7	32	1	0.8	-15	1.9	0.7	35	21
57) O=C(c1cc2ccccc2o1)N1CCN=C1SCc1cccc(F)c1
    -6	-7	-16	1.1	0.8	-9	3.5	1.1	-7	16
58) O=C(CN(Cc1cccs1)C(=O)CNS(=O)(=O)c1ccccc1)NCc1ccco1
    -4	-5	-11	1	0.7	4	2.7	1.1	-8	29
59) COc1ccc(-c2nc(CN3CCCCC3c3nccn3C)c(C)o2)c(C)c1C (stereo not given)
    -5	97*	-15	1.1	1.8	-18	1.6	1	-5	-84
60) O=S(=O)(c1ccccc1Cl)N1CCCC1c1nc(-c2ccccc2Cl)no1 (stereo not given)
    -4	89*	-2	1	0.9	0	3.6	1	0	12

Quoted from above: entries 1 to 2
Below each SMILES – FLuc inh counter	L major viab	TNAP inh noacc	FLuc stim CS	bIAP act	APP 5UTR inh	RAM network inh	TNAP act hi DEA	TNAP inh hiacc	bIAP inhibitor
1) O=C(/C=C/c1ccccc1)C1=C(O)C(=O)N(CCO)C1c1ccccc1[N+](=O)[O-] (stereo not given)
    2	-12	0	1	0.9	20	1.8	1	-3	7
2) CCOc1ccccc1N(CC(=O)Nc1cc(OC)ccc1OC)S(C)(=O)=O
    -7	84*	2	1.1	1.1	-1	0.5	1	0	-6

Bioassay records: PubChem, several laboratories

Outcome played no part in choosing rows, and some 13% of all compounds hit somewhere here.
